High-throughput results (PubChem)
RGS4 inhibitor: inhibitors of human regulator of G protein signaling 4. P49798. Transcreener GDP fluorescence polarization, RGS4-accelerated GTP hydrolysis. Potency, µM (top dose mostly 114 µM), for the others: at the highest dose activity change, negative = inhibition, usual class: inhibitors. 0.039% of 390,000 active. AID 504845; note: potency is the fitted concentration of half-maximal effect; % is set by controls: 0 for no effect and ±100 for the full control effect; nearly all actives have a fitted effect of over 75% in size; some results filed as inactive show a strong effect at the top dose
Target sequence (P49798 whole entry, looked up): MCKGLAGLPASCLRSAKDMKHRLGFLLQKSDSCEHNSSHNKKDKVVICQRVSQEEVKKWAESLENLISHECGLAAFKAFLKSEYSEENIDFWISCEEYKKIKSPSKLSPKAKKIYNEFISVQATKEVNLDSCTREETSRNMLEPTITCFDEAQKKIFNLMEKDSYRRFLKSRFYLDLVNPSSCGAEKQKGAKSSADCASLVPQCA
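MLSMR compounds (23 nl, pin-transferred) preincubated 10 min at room temperature with a 500nM (2x) first reagent, then RGS4 at 900nM (2x) plus Transcreener GDP mix added; fluorescence polarization (620/688 nm) read before and after 90 min at 30 °C.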
TrxR1 inh: inhibitors of rat thioredoxin reductase 1; O89049; 1% of 390,000 active; recombinant rTrxR1, NADPH fluorescence consumption, selenite substrate; Potency, µM (titrated, usually from 114 µM), without a hit: at the highest dose activity change, negative = inhibition, usual class: inhibitors; note: potency is the fitted concentration of half-maximal effect; % is set by controls: 0 for no effect and ±100 for the full control effect; nearly all actives have a fitted effect of over 65% in size
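Rat TrxR1 (90 nM in the dispensed reagent) was pre-reduced with 400 uM NADPH for 5 min at room temperature, then incubated with compound for 15 min. After 400 uM selenite was added, NADPH fluorescence (Ex 340/Em 450 nm) was followed for 8 min.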
TrxR1 substrate: is turned over as a substrate by rat TrxR1. O89049. Potency, µM (highest dose often 114 µM), for the others: at the top dose activity change, negative = substrate turnover. 0.01% of 390,000 active. purified TrxR1 substrate turnover, NADPH consumption readout. AID 588456; note: potency is the fitted concentration of half-maximal effect; % is set by controls: 0 for no effect and ±100 for the full control effect; nearly all actives have a fitted effect of over 50% in size
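Rat TrxR1, dispensed at 90 nM, was prereduced with 400 uM NADPH (final) for 5 min at ~22 deg C, then incubated with compound 15 min before 400 uM selenite. A first-read NADPH fluorescence drop versus no-compound background flagged substrates.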
LDHA inh: inhibitors of human lactate dehydrogenase A; P00338; purified LDHA, NADH/diaphorase-resazurin fluorescence; hits give low values; activity change, % (values are at about 110 or 230 µM); 0.15% of 480,000 active; AID 1347041; in the data active = activity change below about -30%; inconclusive = mostly about -25% to -30%;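 note: plate controls were DMSO wells for no effect and wells without enzyme for full effect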
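Remaining NADH was detected by diaphorase (0.133 mg/mL) converting 37 µM resazurin to fluorescent resorufin, read at 0 and 20 minutes. The preceding 5-minute room-temperature reaction used 2 nM LDHA, 0.2 mM sodium pyruvate and 0.06 mM NADH at pH 7.4.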
Vif-APOBEC3F blk: Vif-A3F binding inhibition; Potency, µM (top dose mostly 46.1 µM), without a hit: top-dose activity, negative = active; 0.2% of 390,000 active; HeLa A3F-eYFP + Vif (tagged APOBEC3F with the HIV-1 protein that degrades it), YFP fluorescence increase; note: potency is the fitted concentration of half-maximal effect; % of control where 0% means no effect; nearly all actives have a fitted effect of over 65% in size
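HeLa cells stably expressing A3F-eYFP plus Vif, plated and incubated overnight at 37 deg C, then exposed to compounds overnight at 37 deg C. Blocked degradation read as raised yellow fluorescence (Ex 488/Em 500-530).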
Vif-APOBEC3G blk: blocks the Vif interaction with human APOBEC3G; HeLa A3G-eYFP + Vif (tagged APOBEC3G with the HIV-1 protein that degrades it), YFP fluorescence, overnight; Potency, µM (series often up to 46.1 µM), for inactives: top-dose activity, negative = active, hits mostly inhibitors; 0.076% of 410,000 active;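 note: potency is the fitted concentration of half-maximal effect; % is set by controls: 0 for no effect and ±100 for the full control effect; nearly all actives have a fitted effect of over 60% in size; hits raise eYFP signal because A3G escapes Vif-driven loss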
Target sequence (Q9HC16 whole entry, looked up): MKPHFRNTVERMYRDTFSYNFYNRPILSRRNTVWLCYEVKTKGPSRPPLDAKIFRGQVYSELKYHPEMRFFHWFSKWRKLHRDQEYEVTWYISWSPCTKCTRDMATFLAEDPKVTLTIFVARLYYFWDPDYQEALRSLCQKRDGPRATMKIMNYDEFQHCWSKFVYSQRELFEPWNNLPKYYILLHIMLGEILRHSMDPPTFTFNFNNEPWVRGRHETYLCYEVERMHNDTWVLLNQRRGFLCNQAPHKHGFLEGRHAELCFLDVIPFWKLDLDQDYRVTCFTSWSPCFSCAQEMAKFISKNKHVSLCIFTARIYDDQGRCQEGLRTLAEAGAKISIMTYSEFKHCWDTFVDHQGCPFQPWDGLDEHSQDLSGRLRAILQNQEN
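Read-out is eYFP fluorescence (Ex 488/Em 500-530) from Vif-expressing HeLa A3G-eYFP cells; more signal means A3G escaped Vif-mediated degradation. Cells plated overnight, compound pinned in, incubated overnight at 37 deg C.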
GRP78 ERSR act: induces the endoplasmic reticulum stress response in human glioma cells. U87-MG GRP78 promoter luciferase reporter, 16 h. Potency, µM, for the others: at the highest dose activation, actives largely listed as activators. 0.02% of 420,000 active; note: potency is the fitted concentration of half-maximal effect; series mostly up to about 76 µM; % of control where 0% means no effect; nearly all actives have a fitted effect of over 35% in size
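Stably transfected U87-MG human glioma cells carrying a GRP78-based luminescent sensor were seeded at 1000 cells/well, pin-dosed with compounds and incubated 16 h. Luciferase reagent was then added, and end-point luminescence was read after 10 min at room temperature.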
IDH1 R132H inh: human IDH1 R132H inhibition | O75874 | IDH1-R132H enzyme, NADPH consumption, diaphorase/resazurin fluorescence | Potency, µM (series often up to 76.6 µM), inactives show at the top dose activity change, negative = inhibition, actives largely listed as inhibitors | 0.093% of 390,000 active | AID 602179; note: potency is the fitted concentration of half-maximal effect; % is set by controls: 0 for no effect and ±100 for the full control effect; nearly all actives have a fitted effect of over 65% in size
Target sequence (O75874 whole entry R132H, stated change not applied): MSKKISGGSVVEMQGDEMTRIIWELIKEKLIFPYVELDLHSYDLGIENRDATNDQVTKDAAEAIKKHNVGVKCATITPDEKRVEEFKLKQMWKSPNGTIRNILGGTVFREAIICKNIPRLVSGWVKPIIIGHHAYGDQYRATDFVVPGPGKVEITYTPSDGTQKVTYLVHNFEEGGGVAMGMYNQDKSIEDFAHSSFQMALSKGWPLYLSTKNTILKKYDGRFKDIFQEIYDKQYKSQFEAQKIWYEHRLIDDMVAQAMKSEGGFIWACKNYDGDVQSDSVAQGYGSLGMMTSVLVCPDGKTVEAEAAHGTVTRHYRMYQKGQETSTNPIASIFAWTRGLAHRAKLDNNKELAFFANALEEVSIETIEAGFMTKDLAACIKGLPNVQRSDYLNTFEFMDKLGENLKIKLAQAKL
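IDH1-R132H (0.5 ug/mL dispensed) in pH 7.5 Tris buffer was preincubated 30 min with compound, then given a substrate mix of 0.016 mM NADPH and 2 mM alpha-KG for 80 min at room temperature; remaining NADPH was read by diaphorase/resazurin fluorescence.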
USP1-UAF1 inh: inhibitors of human USP1/UAF1 deubiquitinase; 0.23% of 390,000 active; recombinant USP1/UAF1, Ub-Rhodamine cleavage fluorescence; Potency, µM (top dose mostly 57.1 µM), for the others: at the highest dose activity change, negative = inhibition, hits mostly inhibitors; O94782; note: potency is the fitted concentration of half-maximal effect; % is set by controls: 0 for no effect and ±100 for the full control effect; nearly all actives have a fitted effect of over 60% in size; inactives centre near -12
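1 nM enzyme complex + cpd, 15 min RT; start with Ub-Rho 150nM final; kinetic fluorescence ex 480/em 540, 6 reads q60 s. Buffer 50mM HEPES pH 7.8, 0.5mM EDTA, 0.1 mg/ml BSA, 1mM TCEP, 0.01% Tween-20.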
The depositor's hits bear a star; ? = inconclusive; . = no result given; & = joins results of further samples; [ ] = remark or other dose. Unless noted, calls come from the whole dose curve; as a rule, active = well fitted curve in the direction sought with a large enough effect; inconclusive = small, poorly fitted or top-dose-only effect, or another doubt; inactive = no such curve, though single readings can be large; an effect the other way counts as inactive or inconclusive.

SMILES | RGS4 inhibitor | TrxR1 inh | TrxR1 substrate | LDHA inh | Vif-APOBEC3F blk | Vif-APOBEC3G blk | GRP78 ERSR act | IDH1 R132H inh | USP1-UAF1 inh
C=CCn1c(COc2ccccc2)nnc1SCC(=O)N/N=C/c1cc(Cl)ccc1O | 32.4% | 14.9%[57.1 µM] | 6.6%[57.1 µM] | 0.2 | 0.8% | -4.6% | -6.0% | 15.0% | -0.4%
CCCc1nnc(NC(=O)CCC(=O)N2CCC(Cc3ccccc3)CC2)s1 | 16.3% | 8.2% | -0.4% | -0.5 | 6.6% | -0.1% | -4.5% | 2.2% | 1.3%
O=C(NCc1cccnc1)c1ccc(CN2CCc3ccccc3C2)cc1 | -7.2% | 8.5% | 8.3% | 0.8 | 4.0% | 1.8% | -0.7% | 2.8% | -17.1%
CCn1c(C)cc(/C=C2/NC(=O)N(Cc3ccccc3F)C2=O)c1C | -9.6% | -15.0% | 3.9% | -4.7 | 4.2% | -8.1% | 2.3% | -3.3% | -27.9%
CC(NC(=S)NC(=O)c1cccs1)c1ccccc1 (stereo not given) | -9.3% | ? | -5.0% | -2.3 | ? | -4.6% | 0.4% | 8.9% | -29.3%
CCOC(=O)c1sc(NC(=O)CN2CC(C)OC(C)C2)nc1C (stereo not given) | 28.5% | 10.9% | -0.5% | -0.5 | 10.1% | 0.5% | -2.4% | 0.3% | -17.1%
O=C(CSc1nc(O)c(C2CCCCC2)c(=O)[nH]1)Nc1ccc(F)cc1 | -2.9% | 10.9% | 3.2% | -7.1 | -16.9% | 0.3% | 1.0% | 6.1% | -19.6%
CCc1ccc(-n2c(SCc3ccccc3C)nc3[nH]ncc3c2=O)cc1 | -11.0% | 8.2%[57.1 µM] | -7.9%[57.1 µM] | -1.6 | . | . | . | . | -11.1%
CCn1c(SC)nnc1-c1sc2cc(Cl)ccc2c1Cl | -5.4% | -3.5% | -2.6% | -8.7 | . | -7.0% | 2.3% | 2.5% | -15.2%
CC(OC(=O)c1ccc2c(=O)n3c(nc2c1)CCC3)C(=O)NC1CCCCC1C (stereo not given) | -8.6% | -9.5% | -5.4% | -0.8 | -7.8% | 0.4% | -0.9% | 0.7% | -15.5%
CN(C)CCCNC(=S)N(CCN(C)C)Cc1cc2cc3c(cc2[nH]c1=O)OCCO3 | -21.5% | ? | 27.1% | -1.1 | -1.4% | 0.7% | 1.9% | 15.4% | -10.1%
Cc1cccc(Nc2n[nH]c(=S)s2)c1C | ? | ? | 1.9% | -0.3 | -2.3% | 0.1% | -2.4% | -3.8% | 0.1%
O=C(COc1ccccc1Cl)Nc1cccnc1 | -11.2% | 23.8% | 3.8% | -4.6 | 1.5% | -0.3% | -0.6% | -0.1% | -6.3%
CC(C)c1cc(-c2nc(-c3ccc(Cl)cc3)no2)n[nH]1 | 6.0% | 9.8%[57.1 µM] | -3.5%[57.1 µM] | -5.9 | 0.2% | 3.0% | -7.1% | -8.7% | -19.5%
O=C(NCCCN1CCOCC1)c1ccc(Sc2ccccc2Cl)c([N+](=O)[O-])c1 | -28.9% | -12.3% | -14.1% | -1.8 | -2.3% | -0.7% | -1.9% | -0.6% | -24.7%
Cc1cc(=O)oc2cc(OC(C)C(=O)Nc3nccs3)ccc12 (stereo not given) | 17.3% | 4.0% | 9.8% | -3.7 | -1.2% | 0.7% | -4.6% | -0.4% | -19.4%
Cc1cc2n(n1)C(c1ccccc1)CC(c1ccc(Br)cc1)=N2 (stereo not given) | 14.0% | -20.0% | -7.6% | 4.5 | -20.4% | -0.2% | 6.7% | -1.3% | -26.5%
CC(C)OC(=O)C1=C2SCC(=O)N2C(N)=C(C#N)C1 | 15.2% | -15.2% | -5.2% | 1.8 | -2.2% | 2.9% | 0.6% | -3.8% | -14.0%
O=C(COc1ccc2ccc(=O)oc2c1)NCCCN1CCCC1=O | 18.0% | -3.3% | 21.8% | -2.9 | 1.7% | -0.2% | -3.3% | 5.6% | -13.8%
CNC(=O)CN1C(=O)c2ccccc2S1(=O)=O | -9.6% | 5.0% | -0.2% | -1.5 | 3.7% | 2.0% | -1.1% | 8.2% | -15.8%
COc1ccc(N2CCN(C(=O)c3ccc(COc4ccc5c(C)cc(=O)oc5c4)cc3)CC2)cc1 | 6.3% | 11.9%[57.1 µM] | 3.3%[57.1 µM] | -2.4 | 14.8% | 2.3% | -1.4% | 11.4% | -18.0%
CCc1cc2c(=O)n(-c3ccccc3)c(=S)[nH]c2s1 | -35.4% | -33.1% | -12.6% | 6.5 | 5.6% | 0.2% | -2.5% | -0.3% | 4.7%
Cc1cccc(NC(=S)N2CCN(c3ccc(F)cc3)CC2)c1 | -10.2% | 0.0% | 0.2% | 0.7 | -0.5% | 0.0% | 1.5% | 3.7% | -25.1%
O=C(NCc1ccccc1)c1ccc(NC(=O)c2ccccc2F)cc1 | 3.1% | -2.7% | -3.6% | -6.1 | -0.8% | -0.9% | 1.1% | 5.9% | -8.1%
CCOC(=O)CCCCCC(=O)Nc1ccc2c(c1)C(=O)N([C@@H](C)CO)C[C@H](C)[C@H](CN(C)C(=O)c1ccccc1)OCCCC[C@H](C)O2 | . | . | . | -1.1 | 0.5% | 2.8% | -3.8% | 4.8% | -12.4%
COc1ccc(C)cc1NC(=O)CN(c1ccccc1F)S(C)(=O)=O | -12.0% | 8.4% | 2.0% | -2.2 | 2.9% | -6.4% | -3.8% | 4.0% | -15.7%
COc1cc2c(cc1OC)CN(S(=O)(=O)c1cccc(F)c1)CC2 | -8.4% | 17.6% | -0.9% | 1.4 | -0.6% | -7.2% | 4.2% | -1.1% | -15.7%
Cc1ccc(N(Cc2cc3ccc(C)cc3[nH]c2=O)C(=O)c2cccs2)cc1 | -13.2%[56.9 µM] | 21.9%[57.1 µM] | 0.5%[57.1 µM] | -1.6 | 0.0% | -0.7% | -0.4% | 3.3% | -17.4%
CC(C)(C)c1ccc(C(=O)Nc2ccc3c(c2)CCCN3C(=O)c2cccs2)cc1 | 8.4% | 7.1%[57.1 µM] | -6.0%[57.1 µM] | -5.8 | 3.6% | -3.0% | -2.0% | 16.6% | -20.7%
Cc1nonc1OCCN1CCN(c2ccccc2[N+](=O)[O-])CC1 | -16.1% | 10.2%[57.1 µM] | -4.4%[57.1 µM] | -5.9 | 0.2% | 3.8% | -2.4% | 5.3% | -3.1%
Cn1c(C(=O)N2CCN(Cc3ccc4c(c3)OCO4)CC2)cc2c(=O)n(C)c3ccccc3c21 | 6.4% | -4.6%[57.1 µM] | 9.6%[57.1 µM] | -3.6 | -2.0% | -5.4% | -1.5% | 11.6% | -13.4%
O=C(CSc1nnc(-c2ccccc2)o1)Oc1ccc(Br)cc1 | -4.0% | -0.5% | 10.1%[57.1 µM] | -1.6 | 6.1% | -0.8% | -0.7% | 4.7% | -6.9%
CCCC(C(=O)NCCC(C)C)N(Cc1ccccc1Cl)C(=O)c1snc(C(N)=O)c1N (stereo not given) | -17.5% | 16.4% | -2.3% | -0.3 | -8.9% | -0.7% | 1.0% | -3.1% | -25.4%
O=C(O)c1cc(N2CCCCC2)nc2ccccc12 | 6.2% | -18.0% | 1.4% | -7.7 | -4.8% | 1.8% | -4.4% | -0.7% | 0.4%
Cc1ccc(-c2nc(C#N)c(N3CCC(C(N)=O)CC3)o2)cc1 | 6.3% | -10.7% | 333.0%[activator] | -9.4&-1.7 | 4.5% | -5.3% | -0.3% | -9.0% | -6.2%
O=C(NCc1ccc(Cl)cc1)c1csc(-c2cccnc2)n1 | -46.3% | 0.9% | -2.0% | -9.3 | 2.1% | 1.1% | 0.2% | -10.6% | -4.6%
CCn1c(CNC(=O)c2ccccc2)nc2ccccc21 | 30.2% | 3.1% | 9.0% | -16.3 | -2.1% | -0.3% | -1.2% | 2.1% | ?
O=S(=O)(Nc1cc(Cl)ccc1N1CCCCC1)c1cccs1 | -31.0% | -28.1% | -13.5% | -4.7 | -15.0% | -1.4% | -0.7% | 1.8% | -9.6%
Cc1nc2ccc(S(=O)(=O)NCC(=O)NCc3ccc4c(c3)OCO4)cc2s1 | -16.7% | -7.6% | -9.8% | -8.0 | -1.0% | -3.0% | -1.8% | 1.7% | -1.3%
COc1ccc(NS(=O)(=O)c2ccc(C)cc2)c([N+](=O)[O-])c1 | -18.4%[11.4 µM] | 0.8% | -15.2% | 1.0 | 1.6% | -2.0% | 1.7% | 3.0% | -13.6%
Cc1cc(/C=N/NC(=O)c2cccc([N+](=O)[O-])c2)c(C)n1-c1ccc(Cl)cc1Cl | 6.5% | -0.4% | -9.3% | -3.5 | . | -10.7% | -1.3% | 8.2% | -7.0%
O=c1[nH]c(NCc2ccccc2)nc2c1CCC2 | 23.9% | 26.7%[57.1 µM] | 15.8%[57.1 µM] | -17.0 | -6.5% | 0.3% | 0.3% | -2.0% | -6.9%

This is a subset; the hit share may differ from the screen's.
